Assay outcomes: PubChem, several laboratories
MBD2 DNA inh = blocks human MBD2 binding to methylated DNA; inhibition, % at 4.4 µM; AID 686964; TR-FRET, MBD2 binding to methylated oligonucleotide; 0.31% of 370,000 active; in the data active = inhibition above about 13%
PRMT1 inh = inhibitors of human PRMT1. Q99873. recombinant PRMT1, activity-based probe fluorescence polarization. inhibition, % at 2.79 µM. 1.3% of 370,000 active. AID 652257;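 active = inhibition above about 21% made by adding two undisclosed values, limit read from the data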
SIAE primary = human SIAE inhibition, primary screen; SIAE FP-Rh probe binding, fluorescence polarization; inhibition, % at 9.66 µM; Q9HAT2; 0.69% of 370,000 active;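 active = inhibition above a cutoff: mean of compounds within the control limits plus 3 SD of those, cut at about 17% in these data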;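 note: 0% = plate median of compound wells and 100% = probe without SIAE protein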
Target sequence (Q9HAT2 whole entry, looked up): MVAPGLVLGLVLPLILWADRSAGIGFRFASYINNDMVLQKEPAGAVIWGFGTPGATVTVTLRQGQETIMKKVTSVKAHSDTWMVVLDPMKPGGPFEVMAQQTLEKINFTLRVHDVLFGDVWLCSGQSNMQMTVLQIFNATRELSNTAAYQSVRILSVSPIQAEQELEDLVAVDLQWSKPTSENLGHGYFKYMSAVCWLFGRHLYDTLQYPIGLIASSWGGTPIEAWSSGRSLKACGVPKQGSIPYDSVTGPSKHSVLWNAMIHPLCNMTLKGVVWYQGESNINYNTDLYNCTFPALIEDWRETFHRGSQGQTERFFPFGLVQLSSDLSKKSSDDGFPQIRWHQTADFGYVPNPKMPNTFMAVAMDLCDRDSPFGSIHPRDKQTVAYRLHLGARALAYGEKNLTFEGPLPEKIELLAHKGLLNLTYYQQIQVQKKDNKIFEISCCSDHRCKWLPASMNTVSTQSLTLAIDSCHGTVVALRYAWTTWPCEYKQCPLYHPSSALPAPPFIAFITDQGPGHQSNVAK
TCR-CD3 inh = blocks the human TCR-CD3 interaction; inhibition, % at 9.4 µM; TAMRA-labeled TCR probe fluorescence, biochemical; 0.37% of 360,000 active; AID 651800; in the data active = inhibition above about 19%;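 note: recombinant mutant TCR 2C K166C tagged with TAMRA read by polarization; 0% = receptor in buffer alone and 100% = receptor with positive control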
mABHD4 FP = ABHD4 (mouse) inhibition, primary FP screen; Q8VD66; purified mABHD4, FP-Rh probe fluorescence polarization; inhibition, % at 8.92 µM; 0.54% of 370,000 active; AID 720543;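 active = inhibition exceeding the mean over every tested compound plus 3 SD, cut at about 30% in these data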;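 note: 0% = plate median of compound wells and 100% = S159A mutant with DMSO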
Target sequence (Q8VD66 whole entry, looked up): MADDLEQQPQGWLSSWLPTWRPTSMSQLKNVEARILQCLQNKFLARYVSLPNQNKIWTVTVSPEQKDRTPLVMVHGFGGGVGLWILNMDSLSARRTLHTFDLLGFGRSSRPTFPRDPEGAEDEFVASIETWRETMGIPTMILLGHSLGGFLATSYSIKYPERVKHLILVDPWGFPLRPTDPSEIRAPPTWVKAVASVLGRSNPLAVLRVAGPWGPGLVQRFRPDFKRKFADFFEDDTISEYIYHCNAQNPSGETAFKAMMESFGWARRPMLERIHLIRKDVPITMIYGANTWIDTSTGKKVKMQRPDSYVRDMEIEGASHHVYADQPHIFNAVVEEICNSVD
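Assay system: Wild-type mouse ABHD4 protein | Medium: HEPES pH 7.0 buffer, 150 mM NaCl, 0.01% Pluronic F-127 | Incubation: Enzyme–compound pre-incubation 45 min, then probe 60 min, both 25 °C | Technique: Fluorescence polarization with parallel and perpendicular emission, 525/598 nm | Evaluation: % inhibition of FP-Rh probe binding versus controls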
rCAG binder = binds r(CAG) RNA repeats. AID 651821. r(CAG) RNA repeat, TO-PRO-1 dye displacement fluorescence. 1.3% of 370,000 active. inhibition, % at 3 µM;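 active = inhibition above the plate cutoff, the mean of all test compounds on that plate plus 3 SD, cut at about 35% in these data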;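 note: 0% = DMSO alone and 100% = 100 µM mitoxantrone as full dye displacement; higher means more dye released from RNA so lower well fluorescence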
NPR2 activator = GC-B (human) receptor activation | 0.11% of 370,000 active | activation, % at 10 µM | HEK293-GC-B cells, CNP EC30, cGMP TR-FRET; 0% at EC30 CNP, 100% saturating CNP | AID 1920062;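 active = activation at 10 µM reaching about 35% in either raw or pattern-adjusted values, limit read from the data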
LEDGF integ inh = blocks HIV-1 LEDGF/p75-dependent DNA integration; AID 743269; 0.64% of 370,000 active; TR-FRET IN-LEDGF/p75 DNA integration, Eu/Cy5; inhibition, % at 3.7 µM;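 active = inhibition above the screen-wide mean plus 3 SD, cut at about 13% in these data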;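 note: signal is the Cy5 over europium emission ratio at 671 and 618 nm; 0% = plate median of compound wells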
HTRA1 inh = HTRA1 (human) protease inhibition; recombinant HTRA1, FP-rhodamine activity-based probe, fluorescence polarization; 0.5% of 340,000 active; inhibition, % at 5.96 µM; in the data active = inhibition above about 36%;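 note: 0% = enzyme with DMSO and 100% = wells lacking enzyme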
TDP2 inh = TDP2 (human) inhibition, absorbance primary screen. 0.34% of 370,000 active. recombinant TDP2, T5PNP hydrolysis, p-nitrophenol absorbance 415 nm. inhibition, % at 12.8 µM;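 active = inhibition above the mean of all tested compounds plus 3 SD, set per campaign, cut at about 25% in these data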;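 note: 0% = DMSO with enzyme and 100% = buffer with substrate but no TDP2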
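Test system: Human TDP2 enzyme | Reagent: 5 mM T5PNP | Compound dosing: 12.8 µM single point, 1% DMSO | Incubation: Enzyme reaction with compound for 2 h at 37 °C | Technique: p-Nitrophenol epi absorbance | Read-out: % inhibition relative to enzyme-containing and enzyme-free wells | Benchmarks: High control without enzyme, low control DMSO plus TDP2 | Replicates: Singlicate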
The depositor's hits bear a star; . = not tested or not shown.

SMILES	MBD2 DNA inh	PRMT1 inh	SIAE primary	TCR-CD3 inh	mABHD4 FP	rCAG binder	NPR2 activator	LEDGF integ inh	HTRA1 inh	TDP2 inh
O=C(CSc1nc2ccccc2[nH]1)Nc1nc(-c2cccc(Br)c2)cs1	8.1	4.2	-137.2	14.2	-201.2	57.9*	-2.5	13.1	-3.2	-2.3
Cc1ccc2c(c1)NC(=O)C(CC(=O)O)O2 (stereo not given)	-6.8	-6.0	9.4	-1.4	-2.7	4.3	-9.4	3.5	-0.8	-11.9
COc1ccc(-c2nc(C)sc2CC(=O)O)cc1OC	-2.5	-0.9	18.0*	3.9	3.5	1.9	1.3	-1.1	-1.2	-9.0
CC(C)(C)NC(=O)C(c1ccncc1)N(C(=O)c1csnn1)c1cccc2ccccc12 (stereo not given)	3.7	-0.4	4.9	3.0	5.7	-4.5	-4.6	-0.9	4.8	5.5
COc1ccc(CNS(=O)(=O)NCc2ccccc2)cc1	-1.9	-1.2	2.5	-1.7	4.9	-1.7	-1.4	2.3	-5.1	-0.1
CCOC(=O)C1CCN(C(=O)CCNS(=O)(=O)c2ccc3c(c2)CCN3C(=O)CC)CC1	-1.3	-2.5	-3.6	7.4	2.1	-2.4	7.4	-2.0	7.3	-3.5
CSCCC(NC(=O)C1CCC(C)CC1)C(=O)Nc1ccc(NC(C)=O)cc1 (stereo not given)	5.9	3.4	7.8	-5.3	7.9	-4.1	0.9	-3.9	2.2	12.4
Cc1ccc(S(=O)(=O)CCC(=O)OCC(=O)c2c(C)[nH]c3ccccc23)cc1	0.4	1.5	0.1	2.8	-7.3	2.3	-2.0	0.9	-13.4	4.8
Cc1cc(NS(=O)(=O)c2ccc(NC(=O)COc3ccccc3Cl)cc2)no1	-1.0	-0.1	1.4	1.5	-0.8	23.9	0.7	2.8	-1.3	2.6
CCCCCC(=O)Nc1cc(S(=O)(=O)N2CCCCC2)ccc1N1CCCCC1	3.3	3.2	2.8	-5.9	-11.2	2.0	-2.1	-0.4	-33.8	-1.3
NC(=O)c1ccccc1NC(=O)COc1ccc2c(c1)OCO2	0.6	1.2	4.2	0.3	2.4	3.3	-4.9	-0.2	-4.9	-0.3
Cc1ccc(NC(=O)CSc2nnc(-c3ccccn3)n2N)c(Br)c1	1.5	4.7	1.6	-4.5	4.2	-3.7	-4.2	-1.5	.	-8.2

Structures listed so far printed as active in SIAE primary.
Molecule,MBD2 DNA inh,PRMT1 inh,SIAE primary,TCR-CD3 inh,mABHD4 FP,NPR2 activator,LEDGF integ inh,HTRA1 inh,TDP2 inh
COc1ccc(-c2nc(C)sc2CC(=O)O)cc1OC,-2.5,-0.9,18.0*,3.9,3.5,1.3,-1.1,-1.2,-9.0

(more compounds)
SMILES	MBD2 DNA inh	PRMT1 inh	SIAE primary	TCR-CD3 inh	mABHD4 FP	rCAG binder	NPR2 activator	LEDGF integ inh	HTRA1 inh	TDP2 inh
CCCCN(CCCC)CC(O)CN(c1cc([N+](=O)[O-])ccc1OC)S(=O)(=O)c1ccccc1 (stereo not given)	-1.6	-0.8	4.7	3.0	4.0	-1.1	-9.2	-0.8	-3.9	7.8
Cn1c(=O)[nH]c(=O)c2c1nc(N1CCOCC1)n2CCN1CCOCC1	4.5	0.4	-0.6	-0.7	-3.6	3.8	3.1	3.9	0.3	-5.6
c1ccc2c(c1)nc(NCCN1CCOCC1)c1nncn12	-3.3	-0.6	-1.9	1.0	-0.2	-0.4	-8.7	-2.5	-5.4	6.4
CC(=O)Nc1ccc(Nc2cc(N3CCOCC3)c3nonc3c2[N+](=O)[O-])cc1	-9.8	-4.8	1.5	-1.0	3.8	-2.4	0.4	2.9	-1.2	-0.5
O=C1Nc2ccccc2N(O)N1c1cc(-c2ccccc2)[nH]n1	-0.8	-4.0	2.7	4.3	1.9	5.0	-0.1	0.3	1.0	3.1
Cc1cccc(NC(=S)NC(=O)c2ccc(-c3ccccc3)cc2)n1	-1.8	-8.6	7.3	1.8	-54.2	2.0	-3.7	4.1	-8.7	-8.9
CC1=C(C)CC(C(=O)NNC(=O)c2ccccc2O)C(C(=O)O)C1 (stereo not given)	7.0	7.2	-0.3	10.0	6.1	6.5	-2.4	-5.0	18.0	0.5
CC(C)CN(C(=O)COC(=O)c1ccc(C#N)cc1)C1CCS(=O)(=O)C1 (stereo not given)	-1.3	-2.2	4.7	-13.0	-4.3	0.1	-4.2	2.5	7.0	-5.3
C/C=C/c1cc(CN2CCN(c3ccc(OC)cc3)CC2)c(O)c(OC)c1	0.3	0.4	9.1	5.5	1.4	-5.1	-4.7	0.6	-2.4	-3.6
COCCCN1C(=O)C(CC(=O)NC(c2ccccc2)c2ccccc2)CC(C(=O)N2CCCCCC2)=C1C (stereo not given)	2.5	0.4	4.9	-1.1	-7.1	-0.3	2.1	-1.2	.	4.3
COC(=O)c1cc(=O)n(Cc2ccco2)c(=Nc2ccccc2)s1	0.7	1.0	-8.1	3.0	-5.4	3.2	-0.9	2.7	.	-7.3
CCc1cc2c(=O)n(-c3ccccc3)c(SCC(N)=O)nc2s1	3.0	-0.1	12.7	-0.2	-2.8	-4.0	-8.2	-1.4	10.0	14.5
C=CCN(CC=C)C(=S)NC(=O)c1ccc([N+](=O)[O-])cc1	3.3	3.2	-7.1	1.1	1.1	2.3	6.1	4.7	-2.5	7.5
O=C(/C=C/c1cccs1)NC1CCS(=O)(=O)C1 (stereo not given)	-0.4	-1.7	-6.4	-1.3	3.2	-0.1	-6.6	3.9	.	7.1
COc1ccccc1CNC(=O)c1ccc(C)s1	-4.0	-3.0	0.2	4.1	-2.9	2.0	1.3	1.2	-0.5	16.0
CC1CN(S(=O)(=O)Cc2ccccc2)CC(C)O1 (stereo not given)	1.6	-1.3	8.2	0.4	3.0	2.2	2.3	-0.9	8.3	3.9
COC(=O)C1C(O)=C(C(C)=Nc2cccc3ccccc23)C(=O)CC1(C)C (stereo not given)	-6.8	-7.2	2.2	-1.4	0.2	0.8	4.5	8.1	4.0	-10.3
COc1ccc(C(C(=O)NCC2CCCO2)N(Cc2ccc(F)cc2)C(=O)CNC(=O)c2ccco2)cc1OC (stereo not given)	-0.7	4.5	5.2	-1.4	0.4	1.1	0.0	-1.1	-2.9	2.2
O=S(=O)(c1ccc(F)cc1)n1ccc(-c2cccc(OCc3ccc(Cl)cc3Cl)c2)n1	3.9	2.6	-1.5	0.3	-4.7	-1.2	3.6	-0.6	4.3	3.8
COc1ccc(Cl)cc1C=CC=NNC(=O)c1ccncc1	2.1	-0.1	-2.3	-3.9	-7.4	1.3	-3.8	-1.3	2.8	12.2
Cc1nnsc1C(=O)NNC(=O)c1cccc2ccccc12	0.3	4.5	0.7	-9.6	4.7	-1.2	1.0	3.1	-0.3	6.8
COc1cc(C(=O)N2CCN(c3ncnc4sc(C)c(C)c34)CC2)cc(OC)c1OC	2.3	-1.0	-3.8	-5.0	8.2	-6.8	-5.0	-4.0	-5.2	-1.3
Cc1cc2c(cc1S(=O)(=O)Nc1cccc(C)c1C)n(C)c(=O)c(=O)n2C	-4.1	-5.3	-7.1	-0.1	3.0	3.2	-2.3	0.5	4.2	2.1
O=C(CCN1C(=O)c2ccccc2C1=O)CN1CCOCC1	3.9	-2.1	-1.3	2.6	0.8	-0.8	-2.3	0.0	1.0	8.0
Cc1cc(C)cc(NC(=S)NCCCO)c1	-2.7	1.5	1.1	8.1	13.2	-0.3	6.0	2.0	-3.3	-8.7
O=[N+]([O-])c1ccc(Cl)cc1N1CCOCC1	-3.0	-0.9	5.1	-2.8	2.2	-2.3	3.5	7.8	0.3	-3.7
Cc1ccc(NC(=S)Nc2ccc(F)cc2)c(C)c1	1.6	-0.7	9.1	-0.1	0.0	4.2	-1.3	3.2	-2.8	-3.2
COc1cccc2cc(C(C)OC(=O)Nc3ccc(C)cc3)oc12 (stereo not given)	-0.9	-3.5	-8.5	2.5	-39.8	-3.4	-3.4	1.5	-33.3	-11.3
Cc1ccc(-n2nc(C(=O)NCc3ccc(C)o3)c3c4ccccc4n(C)c3c2=O)cc1	0.6	5.1	2.7	1.9	-5.0	5.8	4.1	1.2	0.7	-2.5
O=C(CCCN1C(=O)c2ccccc2C1=O)Nc1ccc2c(c1)OCCO2	-2.0	-1.1	1.5	2.1	-5.7	0.2	-2.3	-0.2	-1.4	7.4
CC1(C)OC2C(CO)OC(n3cnc4c(=S)nc[nH]c43)C2O1 (stereo not given)	-1.8	4.3	4.1	2.4	2.8	-1.3	20.8	-1.6	2.8	1.2
Cc1ccc(-n2nc(C)c(NC(=O)CCl)c2C)cc1C	-0.9	-0.2	7.7	-4.5	9.6	-0.8	-0.8	-2.2	9.0	10.7
O=C(CCS(=O)(=O)c1cccc2nonc12)NCCc1ccccc1	-7.1	0.6	-0.3	-0.6	8.2	1.8	-0.5	0.2	2.2	-0.8
CCc1cc(C(=O)N2CCCC(CNS(=O)(=O)c3cccs3)C2)n(C)n1 (stereo not given)	-4.3	0.1	-0.9	5.2	1.6	-4.0	4.7	-9.5	4.3	-9.8
Cc1nc2cc(Cl)c([N+](=O)[O-])cc2s1	-1.8	-3.7	4.0	-2.7	1.9	1.5	-2.0	1.7	1.1	5.5
O=C(CN1C(=O)NC2(CCCC2)C1=O)N1CCN(S(=O)(=O)c2cccc(F)c2)CC1	0.7	0.3	4.7	-1.6	3.4	-3.8	2.9	1.8	-3.0	-3.2
O=C(O)c1ccc(N=C2NC(=O)C(CO)(CO)S2)cc1	-9.8	-1.0	0.1	7.6	-0.1	2.1	1.0	0.0	0.8	2.1
Cc1ccc(-c2nnn(CC(=O)Nc3nnc(C(C)C)s3)n2)cc1	0.7	-3.3	1.4	1.5	-0.3	3.3	4.8	-5.0	-1.7	4.0
N#CCCN(Cc1cccnc1)C(=S)NC(=O)c1ccccc1	-4.4	-3.5	4.6	1.6	-0.5	1.4	1.6	-0.3	5.5	7.8
CC(C)(C)C1CCC2(CC1)C(Nc1cccc(C(F)(F)F)c1)=NC(=S)N2CC#N (stereo not given)	1.3	-2.0	1.9	-0.8	7.8	1.3	45.9*	0.4	-0.8	3.0
CC(O)(c1cccc(F)c1)c1nc(-c2cnc3ccccc3c2)cs1 (stereo not given)	-5.2	-2.0	-14.9	-3.0	-48.6	6.0	2.7	7.3	.	-16.1
OC1(c2ccc(F)cc2)CSC(=Nc2cccnc2)N1Cc1ccco1 (stereo not given)	2.2	3.9	-6.5	-2.4	-2.0	-5.0	1.5	-0.5	-4.9	-2.1
CC(C(=O)Nc1ccc2c(c1)OCCO2)N(c1ccccc1)S(C)(=O)=O (stereo not given)	-1.9	1.6	-0.6	-4.1	12.0	-4.8	-2.4	-2.9	3.7	0.2

Not all compounds are listed; count on the stated rates, not on these rows.
